# Source: PubChem BioAssay
# GPR151 ag: activators of human GPR151, primary screen, cell-based, PathHunter beta-arrestin, luminescence; PathHunter beta-arrestin GPR151 cells; activation, % at 11.2 µM; hit rate 1% among 650,000; AID 1508602, 2020; in the data active means activation above about 4.9%;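 further: 0% = median of compound wells and 100% = cells with positive control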
# Target sequence (Q8TDV0 whole entry, looked up): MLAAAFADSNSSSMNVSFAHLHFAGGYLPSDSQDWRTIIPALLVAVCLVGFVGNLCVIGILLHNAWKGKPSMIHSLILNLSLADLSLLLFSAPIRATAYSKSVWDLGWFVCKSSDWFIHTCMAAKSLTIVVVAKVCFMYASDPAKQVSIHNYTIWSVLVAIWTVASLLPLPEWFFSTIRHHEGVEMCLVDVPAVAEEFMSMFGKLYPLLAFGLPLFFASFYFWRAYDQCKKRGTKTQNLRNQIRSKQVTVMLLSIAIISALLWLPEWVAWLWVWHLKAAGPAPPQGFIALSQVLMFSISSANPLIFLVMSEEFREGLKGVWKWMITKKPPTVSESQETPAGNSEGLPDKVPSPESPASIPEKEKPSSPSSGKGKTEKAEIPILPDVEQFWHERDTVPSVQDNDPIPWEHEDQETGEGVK
# MITF inh: MITF inhibitors, primary screen, biochemical, AlphaScreen, human; AID 1259374, 2018; inhibition, % at 2.6 µM; hit rate 0.91% among 650,000; AlphaScreen MITF homodimerization, bead proximity signal; in the data active means inhibition above about 50%;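 further: 0% = vehicle wells with protein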
# Target sequence (O75030 whole entry, looked up): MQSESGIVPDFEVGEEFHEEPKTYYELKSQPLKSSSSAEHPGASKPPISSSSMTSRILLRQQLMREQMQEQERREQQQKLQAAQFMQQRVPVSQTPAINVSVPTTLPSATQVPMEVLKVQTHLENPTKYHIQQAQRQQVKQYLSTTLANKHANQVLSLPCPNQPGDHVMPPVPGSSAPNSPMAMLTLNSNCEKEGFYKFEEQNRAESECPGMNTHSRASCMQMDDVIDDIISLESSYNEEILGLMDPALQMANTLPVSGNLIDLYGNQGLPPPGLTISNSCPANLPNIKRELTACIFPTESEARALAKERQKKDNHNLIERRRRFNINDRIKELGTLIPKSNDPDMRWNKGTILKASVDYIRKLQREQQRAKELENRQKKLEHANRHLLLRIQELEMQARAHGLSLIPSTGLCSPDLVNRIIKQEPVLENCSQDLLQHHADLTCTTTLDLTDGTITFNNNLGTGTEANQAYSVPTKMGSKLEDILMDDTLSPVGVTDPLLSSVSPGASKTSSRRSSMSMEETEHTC
# FBW7 act: FBW7 E3 ligase activators, primary screen, biochemical, AlphaScreen, human; F-box/WD repeat-containing protein 7 (Homo sapiens), Q969H0; AlphaScreen FBW7–phospho-cyclin E peptide binding, activator screen; normalized activity (activation), % at 26.1 µM; hit rate 0.13% among 650,000; in the data active means normalized activity above about 1.9%;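 further: purified mutant Fbw7 with reduced substrate affinity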
# TEAD-YAP inh: TEAD-YAP interaction inhibition, primary screen, TEAD-YAP interaction inhibitor project, luminescence, HEK-TIYL cells. TEAD-Gal4/YAP UAS-luciferase luminescence. inhibition, % at 9.12 µM. hit rate 1.4% among 640,000; in the data active means inhibition above about 32%;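 further: 0% = median of test compound wells and 100% = reference inhibitor wells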
# Active calls of the source: *.
# Each structure is followed by: GPR151 ag, MITF inh, FBW7 act, TEAD-YAP inh
> CCCc1ccc(-c2ccc(C(=O)Nc3cccc([N+](=O)[O-])c3)cc2)nc1
    -0.6, 11, 0.2, -5
> COc1cccc(C2C(C(=O)Nc3ccc(C)cn3)=C(C)NC3=C2C(=O)CCC3)c1 (stereo not drawn)
    -0.4, 10, 0.3, 11
> Cc1cc(=O)oc2cc(NC(=S)NNS(=O)(=O)c3ccccc3)ccc12
    0.2, -8, -0.1, -5
> Cc1ccc(S(=O)(=O)CCC(=O)NNc2c(F)c(F)cc(F)c2F)cc1
    1.0, 4, 0.0, -5
> CNc1ccc(/C=C/C(=O)c2ccc(S(=O)(=O)NCc3ccco3)cc2)cc1[N+](=O)[O-]
    5.6*, -6, -0.3, -5
> C=C(C)c1cccc(C(C)(C)NC(=O)Nc2cccc(O)c2)c1
    -1.0, 8, 0.1, 3
> CCOC(=O)c1cnc2ccc(OC)cc2c1NC1CCCCC1
    -1.1, -1, 0.5, -8
> O=C1N[C@@H](Cc2ccccc2)C(=O)N2CCN(Cc3nc(-c4ccc(F)cc4)cs3)C[C@H]12
    -0.4, -16, 0.1, 7
> O=C1CCC(c2ccc(-n3ccnc3)cc2)=NN1
    -1.2, -17, 0.0, -4
> COc1cc(OC)cc(C(=O)Nc2cc(-c3nc4cc(C(C)C)ccc4o3)ccc2Cl)c1
    -0.9, 2, 0.1, 23
> N#CC1=C(N)Oc2c(c(=O)[nH]c3ccccc23)C1c1ccc(O)cc1 (stereo not drawn)
    1.7, -2, -0.2, -9
> O=C1CCC(c2ccccc2)=NN1
    -0.2, 3, 1.5, -4
> Cc1cccc(NC(=O)c2ccc([N+](=O)[O-])c(C)c2)n1
    -4.2, -2, -0.1, -47
> O=C(COc1coc(CN2CCN(c3ccccc3F)CC2)cc1=O)N1CCCCCC1
    0.1, -7, 0.5, -1
> Cc1nc2sc3c(c2c2nn(CC(=O)N4CCCC4)c(=O)n12)CCC(C)C3 (stereo not drawn)
    -1.2, -13, -0.1, 1
> CC(=O)c1ccc(-c2ccc(NCCCN(C)C)nc2)s1
    -0.9, 19, 0.0, 4
> C=CCn1cnc2c(cnn2-c2ccc(C)cc2C)c1=O
    1.7, 4, 1.0, 0
> CCOC(=O)c1sc2nc(CSc3nnc(-c4cccnc4)n3N)[nH]c(=O)c2c1C
    -2.2, -2, -0.2, -18
> CCOC(=O)C1=C(CS(=O)(=O)c2ccc(C)c(C)c2)NC(=O)NC1c1ccc(F)cc1 (stereo not drawn)
    0.9, 6, 0.1, 14
> CC1CCCCC1NC(=O)CC1CS(=O)(=O)CC1CC(=O)NC1CCCCC1C (stereo not drawn)
    -0.5, 11, 0.1, 14
> CCOCCn1c(=NC(=O)c2cccc([N+](=O)[O-])c2)sc2cc(OC)c(OC)cc21
    -0.4, 0, 0.1, 6
> CC(=O)Oc1ccc(/C=C2/C(=N)N3C(c4ccccc4)=CSC3=NC2=O)cc1
    1.8, 1, 0.0, -4
> Cc1ccc(S(=O)(=O)N2CCC(O)(c3cccnc3)CC2)cc1
    -1.0, 33, -0.3, -1
> COc1ccc(C2=NC3(CCCCC3)N(CC(=O)Nc3ccc(C)cc3)C2=O)cc1
    0.0, -6, -0.1, -6
> CC1=C(C(N)=O)C(c2ccc(Cl)cc2)n2nc(CCCO)nc2N1 (stereo not drawn)
    1.3, -3, -0.2, 2
> O=P1(CO)c2ccccc2Nc2ccccc21
    -0.4, 2, 0.1, 6
> COc1ccc(/C(O)=C2/C(=O)C(=O)N(CCCn3ccnc3)C2c2cccc(Oc3ccccc3)c2)cc1 (stereo not drawn)
    -0.3, 16, 0.0, -3
> COc1ccccc1C(=O)OCC(=O)c1ccc([N+](=O)[O-])cc1
    -0.6, 6, -0.3, -7
> CC(C)C(c1nnnn1C(C)(C)C)N(Cc1ccco1)Cc1cccs1 (stereo not drawn)
    3.2, -8, -0.1, 18
> COc1cccc(CNC(=O)CCc2nnc(C3CCCCC3)o2)c1
    -0.4, 2, 0.4, 7

# Two compounds from above with just TEAD-YAP inh and MITF inh.
mol	TEAD-YAP inh	MITF inh
Cc1ccc(S(=O)(=O)N2CCC(O)(c3cccnc3)CC2)cc1	-1	33
COc1ccc(C2=NC3(CCCCC3)N(CC(=O)Nc3ccc(C)cc3)C2=O)cc1	-6	-6

# (listing goes on)
# Each structure is followed by: GPR151 ag, MITF inh, FBW7 act, TEAD-YAP inh
> CC/C(=N\NC(C)=O)c1ccc(OC(F)F)cc1
    4.6, 2, -0.2, -8
> CC(C)C(=O)Nc1nc(-c2cccc([N+](=O)[O-])c2)cs1
    0.5, -1, -0.5, -9
> O=C1c2ccccc2C(=O)N1c1cccc(-c2csc(=Nc3ccc(F)cc3)n2Cc2ccccc2)c1
    -0.5, 3, -0.2, -6
> O=C(CN(c1cccc(C(F)(F)F)c1)S(=O)(=O)c1ccccc1)Nc1cccc(Cl)c1
    0.0, -4, 0.6, -6
> CC(=O)c1ccc(COc2ccc(C=O)cc2)cc1
    -0.2, 8, -0.1, -21
> COc1ccc(CCN2CCC(N(CCN(C)C)S(C)(=O)=O)CC2)cc1
    1.1, -3, 0.0, -6
> Cc1ccc(C)c2nc3c(cc12)CN(Cc1ccco1)C(=O)CO3
    -0.1, 11, 0.0, -1
> CC(=O)Nc1ccc(NS(=O)(=O)c2cn(C)c(=O)n(C)c2=O)cc1
    -0.2, 5, 0.0, 6
> CC(=O)Oc1ccccc1C(=O)Nc1ccc(S(=O)(=O)NC(C)(C)C)cc1
    -0.6, 16, 0.0, -10
> CC(=O)Oc1ccc(C(=O)NCc2ccc3c(c2)OCO3)cc1
    1.5, -4, 0.2, 10
> CCOc1ccc(-c2nc(N3CCCC3=O)sc2C)cc1
    -0.5, 1, -0.1, -7
> CN1CCN(C(=O)CCC2(Cc3ccsc3)CCC(=O)N2)[C@@H](c2ccccc2)C1 (stereo partly drawn)
    0.3, 18, 0.1, -6
> COc1cc(C2CC(=O)NC(SCC(=O)Nc3cccc(Cl)c3)=C2C#N)ccc1OCc1ccccc1 (stereo not drawn)
    1.1, 1, -0.1, 1
> COc1ccc(-n2nc(C(=O)NCC(=O)Nc3ccc(C)c(F)c3)c3ccccc3c2=O)cc1OC
    0.3, 11, 0.2, 8
> Clc1ccc2nc(C3CCCN3Cc3nc(-c4ccccn4)no3)[nH]c2c1 (stereo not drawn)
    -1.5, 0, 0.2, -2
> CC12CC(NC(=O)N1c1ccccc1)c1cc(Cl)ccc1O2 (stereo not drawn)
    3.0, -2, -0.1, -3
> CCCCc1nc(SCc2cccnc2)c2c(=O)n(C)c(=O)n(C)c2n1
    1.5, -10, -0.2, 8
> O=C(CCSc1ccccc1)Nc1ccccc1-c1nc2ccccc2[nH]1
    0.9, 8, 0.0, -1
> CC1=NN(c2ccc(C)cc2)C(=O)/C1=C\c1ccc(-c2ccc(S(N)(=O)=O)cc2)o1
    2.1, 3, 0.2, 12
> Cc1cc(NCc2ccccc2)nc(Nc2ccccn2)n1
    1.2, 8, 0.1, -10
> CC(O)CNCCNc1ccc(C(F)(F)F)cc1[N+](=O)[O-] (stereo not drawn)
    -1.2, 0, -0.1, 12
> C=C(C)[C@@H]1CC=C(CN2CCc3nnc(CNC(=O)c4ccc(COC)o4)n3CC2)CC1
    0.1, -1, -0.1, 11
> CCCOC(=O)C1=C(C)NC2=C(C(=O)CC(c3ccc(Cl)cc3)C2)C1c1ccc(OC)cc1OC (stereo not drawn)
    -1.9, 8, 0.6, 7
> Cc1ccc(/C=C/C(=O)OCC(=O)c2cc(C)n(CC3CCCO3)c2C)o1 (stereo not drawn)
    0.2, 4, 0.1, 3
> O=C1C2C3C=CC(C3)C2C(=O)N1CCO (stereo not drawn)
    0.4, 12, 0.0, -1
> CC(=O)c1sc(NC(=S)NC(=O)c2cc3ccccc3oc2=O)nc1C
    0.2, -7, 0.2, -15
> C#CCn1c(=NC(=O)CC)sc2cccc(OC)c21
    4.3, -5, 0.1, 6
> COc1ccc(N2CC(NC(=O)NC(C)(C)C)CC2=O)cc1 (stereo not drawn)
    2.7, 6, 0.0, -4
> O=C(CSc1nnnn1-c1cccc2ccccc12)NCC1CCCO1 (stereo not drawn)
    -1.4, 9, -0.1, -2
> CCOc1ccc(NC(=O)c2cccc(C)c2[N+](=O)[O-])cc1
    -0.9, 12, 0.3, -14

# By substructure, the entries above containing a cyano group.
# Each structure is followed by: GPR151 ag, MITF inh, FBW7 act, TEAD-YAP inh
> N#CC1=C(N)Oc2c(c(=O)[nH]c3ccccc23)C1c1ccc(O)cc1 (stereo not drawn)
    1.7, -2, -0.2, -9
> COc1cc(C2CC(=O)NC(SCC(=O)Nc3cccc(Cl)c3)=C2C#N)ccc1OCc1ccccc1 (stereo not drawn)
    1.1, 1, -0.1, 1

# The listing continues.
# Each structure is followed by: GPR151 ag, MITF inh, FBW7 act, TEAD-YAP inh
> COc1cccc(NC(=O)CSc2c(C)cnc3c2c(=O)n(C)c(=O)n3C)c1
    0.7, 12, 0.2, 0
> Oc1oc(-c2ccco2)nc1/C=N/c1ncn[nH]1
    -1.2, -18, -0.4, 3
> CCOc1c(Cl)cc(C(=O)NC2CCS(=O)(=O)C2)cc1Cl (stereo not drawn)
    -1.8, 9, 0.0, 0
> C#CCOc1ccc(/C=c2\sc3nc4cc(C)c(C)cc4n3c2=O)cc1
    -0.5, 5, 0.0, 10
> NC(=O)C1CCN(C(c2ccc(Cl)cc2)c2nnnn2CCc2ccccc2)CC1 (stereo not drawn)
    -0.8, -1, 0.0, -3
> COc1ccc(N2C(=O)c3ccccc3NC2c2ccc(-c3ccccc3[N+](=O)[O-])o2)cc1 (stereo not drawn)
    -0.2, 10, -0.2, -10
> Cc1ccc(N)cc1NC(=O)CSc1nnc(Cc2ccccc2)n1C
    -1.2, -3, 0.1, -5
> Cc1ccc(N2C(=O)C3SC(N)=C4C(=O)Oc5ccccc5C4C3C2=O)cc1Cl (stereo not drawn)
    2.9, -6, -0.1, 3
> COc1ccc(CN2CCc3c(nc(N4CCOCC4)[nH]c3=O)C2)cc1
    -1.3, -6, -0.3, -6
> CC1CN(CCC(=O)NC(c2ccccn2)C(F)(F)F)Cc2cc(Cl)ccc2O1 (stereo not drawn)
    -0.1, 3, 0.0, 3
> CCOC(=O)C1=C(C)NC(=S)NC1c1ccccc1OCC(=O)NCc1ccccc1 (stereo not drawn)
    -1.5, 16, 0.6, 13
> COc1ccc(C2=NN(C(=O)CSc3nncn3C)C(c3ccc(C)cc3)C2)cc1 (stereo not drawn)
    -0.9, -6, 0.1, -5
> CCOCCOC(=O)C(C)Oc1ccc2c(=O)c(-c3ccc(OC)c(OC)c3)c(C(F)(F)F)oc2c1 (stereo not drawn)
    1.9, 13, 0.2, 12
> O=C1/C(=C/c2ccc(Cl)cc2)Oc2c1ccc(O)c2CN1CCOCC1
    1.3, 12, 0.0, 2
> O=C(O)c1cnn2c1NC(c1ccc3c(c1)OCO3)CC2C(F)(F)F (stereo not drawn)
    1.7, 6, 0.4, -3
> Brc1c(OCCCn2ccnc2)ccc2ccccc12
    1.8, 39, -0.3, -19
> O=C(N/N=C/c1c[nH]c2ccccc12)C(O)(c1ccccc1)c1ccccc1
    -0.1, 6, -0.1, 5
> CCCN(CCC)S(=O)(=O)c1ccc(C(=O)Nc2nc3c(OCC)cccc3s2)cc1
    0.5, -11, -0.2, -8
> CCC(=O)Nc1nc(-c2ccc(Br)cc2)nc2c1c(=O)oc1ccccc12
    -0.1, 17, 0.5, -8
> CCCCc1ccc(NC(=O)Cn2cnc3c(oc4ccccc43)c2=O)cc1
    -1.8, 8, 0.1, -4
> Cc1cc(C)n2c(SCc3ccc(C#N)cc3)nnc2n1
    0.6, -6, 0.0, 0
> COC(=O)C1=NN(C(C)=O)C2C(=O)N(c3cc(Cl)cc(Cl)c3)C(=O)C12 (stereo not drawn)
    -1.0, 15, 1.6, 14
> CC1CN(C(=O)N2CCC(C(=O)NCc3cccs3)CC2)c2cc(Cl)ccc2O1 (stereo not drawn)
    -0.1, 1, 0.8, 8
> NC(=O)CSc1nnc(C2CC2)n1Cc1ccccc1
    0.3, 24, 0.5, 1
> CCOC(=O)C1=C(N)OC2=C(C(=O)CC(C)(C)C2)C1c1ccc(F)cc1 (stereo not drawn)
    -0.6, 10, 0.1, -2
> Cc1ccccc1-n1ncc2c(NCc3ccc(F)cc3)ncnc21
    -0.5, 1, 0.0, -4
> Oc1ccccc1C1CC(c2cccs2)=NC(c2ccc(Br)cc2)N1 (stereo not drawn)
    1.4, 8, -0.1, -20
> O=C1NC(=S)S/C1=C\C=C\c1cccs1
    -0.5, 11, -0.2, -9
> Cc1ccccc1NC(=O)CC1SC(N)=NC1=O (stereo not drawn)
    1.0, -9, 0.0, -11
> Cc1ccc(/C=N/NC(=O)C(C)Nc2ccc(Br)cc2)o1 (stereo not drawn)
    0.4, -1, 0.1, 6
> CN(C)CCNC(=O)c1cc(-c2ccncc2)nc2ccc(Cl)cc12
    -0.1, -2, 0.0, -3
> O=C(Nc1cc(-c2nc3ncccc3o2)ccc1Cl)c1ccc(Br)o1
    1.0, 14, -0.1, 1
> O=C(Cc1csc(NC(=O)c2ccccc2)n1)NO
    0.9, -3, -0.9, -3
> O=c1oc2ccc(Cl)cc2cc1-c1cn2c(n1)sc1ccccc12
    0.0, -6, 0.1, -1
> Nc1cc(Cl)ccc1C(=O)OCC(=O)NCc1cccs1
    -0.6, 2, 0.0, -14

# Complete entries, looked up by structure.
# Nc1cc(Cl)ccc1C(=O)OCC(=O)NCc1cccs1 across the screens: GPR151 ag = -0.6; MITF inh = 2; FBW7 act = 0.0; TEAD-YAP inh = -14
# O=c1oc2ccc(Cl)cc2cc1-c1cn2c(n1)sc1ccccc12 across the screens: GPR151 ag = 0.0; MITF inh = -6; FBW7 act = 0.1; TEAD-YAP inh = -1
